ARNT TACC3 PPI: disruptors of ARNT/TACC3 protein interaction, primary screen, biochemical, AlphaScreen, single concentration. AlphaScreen His-ARNT PAS-B/GST-TACC3 binding, luminescence; TACC3 fragment carries E629A point mutation. 0.66% of 390,000 active. inhibition, % at 9.99 µM;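 active = mean inhibition of replicates at least 50% and at least half of replicates each reaching 50%; inconclusive = half or more replicates reach 50% but mean below 50%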;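 also: 0% = complete ARNT plus TACC3 wells and 100% = ARNT alone without TACC3; many hits fall short of the cut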
F508del corr: F508del CFTR correction, initial screen, CFBE line, single point | 0.36% of 350,000 active | activity (quench increase), % at 7.58 µM | CFBE cells, YFP halide quenching; stimulated with forskolin plus potentiator P3; % fluorescence drop versus neutral controls;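 active = mean added fluorescence quench of at least 8% versus neutral control, with both replicates also reaching 8%; inconclusive = only one of the mean or replicate conditions met; inactive = mean below 8% and not both replicates reaching 8%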;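 also: cells transiently co-express mutant CFTR-F508del with the halide-sensitive YFP; corrector assay measuring rescue of mutant channel to the surface after 24 h compound exposure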
PAX8 inh HTS: inhibitors of PAX8-driven TPO luciferase reporter, primary screen, RMG-I cells, single concentration; SteadyGlo, 24 h; inhibition, % at 12.6 µM; 1.2% of 360,000 active; AID 652154, 2013;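 active = mean replicate inhibition at least 60% with every replicate also reaching 60%; inconclusive = only one of the two criteria is met; inactive = mean below 60% and not all replicates reaching 60%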;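 also: luciferase light reporting Pax8 driven TPO promoter activity; plate controls were median of neutral control wells for no effect and mitoxantrone controls for full effect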
DENV2 CPE rescue: inhibitors of DENV2 cytopathic effect, primary screen, cell-based, plate reader, single concentration; DENV2-infected cells, cytopathic effect rescue; CPE inhibition, % at 9.99 µM; 1.7% of 350,000 active; in the data active = CPE inhibition above about 20%, passing the limit was not always enough; inconclusive = no clear call, values can overlap the other calls; tested in BHK-21 cells;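 also: 0% = median of neutral control wells and 100% = median of positive control wells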
ERp5 inh: inhibitors of ERp5-driven insulin aggregation, primary screen, biochemical, turbidity, absorbance 650 nm, single point; 0.05% of 350,000 active; 90 min; inhibition, % at 9.99 µM; Protein disulfide-isomerase A6 (Homo sapiens), Q15084; AID 651711, 2012;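 active = mean replicate inhibition above about 25%, with every replicate also reaching it, limit read from the data, passing the limit was not always enough; inconclusive = only one of those two criteria met; inactive = neither criterion met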
Target sequence (Q15084 whole entry, looked up): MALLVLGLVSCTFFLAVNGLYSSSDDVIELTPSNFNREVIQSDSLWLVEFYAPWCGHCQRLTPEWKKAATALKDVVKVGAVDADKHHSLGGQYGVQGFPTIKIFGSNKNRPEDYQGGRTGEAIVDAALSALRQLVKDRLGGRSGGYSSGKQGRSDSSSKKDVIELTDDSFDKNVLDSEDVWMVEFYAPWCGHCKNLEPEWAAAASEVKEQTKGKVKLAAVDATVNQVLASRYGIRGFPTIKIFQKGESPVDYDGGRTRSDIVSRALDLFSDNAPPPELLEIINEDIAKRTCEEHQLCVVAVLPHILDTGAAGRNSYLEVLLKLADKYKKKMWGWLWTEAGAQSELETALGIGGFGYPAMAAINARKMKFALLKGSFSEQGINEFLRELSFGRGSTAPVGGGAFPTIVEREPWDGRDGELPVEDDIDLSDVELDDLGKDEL
INS-1E GSIS act: GLuc luminescence reporter in INS-1E cells, primary screen for activators of glucose-dependent secretion of insulin. INS-1E GLuc reporter insulin secretion, 2-3 h. activation, % at 16.6 µM. 0.61% of 370,000 active. AID 743287, 2014;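 active = lowest replicate activation of at least 40%, so every replicate reaches that level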;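 also: 0% = median of neutral control wells and 100% = median of IBMX positive control wells; some compounds called inactive have numbers as strong as hits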
Xi reactivation: activators of inactive X chromosome reactivation, primary screen, imaging, XiGFP fibroblasts, GFP high-content imaging, set 2; activation, % at 7.58 µM; AID 743238, 2013; XiGFP mouse fibroblasts, % GFP-positive cells imaging, 3 d; cells co-treated with 5-aza-dC sensitizer; scaled so ellipticine positive control = 100%; 0.055% of 360,000 active;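 active = mean normalized replicate activation at least 10% and every replicate at or above 10%; inconclusive = only one of the two criteria met; inactive = mean below 10% and not all replicates reach 10%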;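 also: 0% = median of on-plate neutral control wells and 100% = ellipticine 6 µM median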
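material = 68-5-11 XiGFP fibroblast line | medium = DMEM plus 5-aza-dC sensitizer | schedule = 3 days compound exposure | benchmarks = positive control ellipticine, 6 µM final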
EWS-Fli block: EWS/Fli-driven NR0B1 reporter inhibitors, primary screen, A673 cells, NR0B1 luciferase, luminescence, MLPCN library; AID 651661, 2012; 0.67% of 350,000 active; viability-normalised; inhibition, % at 12.6 µM;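 active = mean inhibition of at least 50% after viability correction, with every replicate also passing that limit; inconclusive = mean reaches 50% but only one of two replicates passes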;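 also: firefly luciferase signal divided by Alamar Blue viability fluorescence both relative to DMSO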
Numbers without * were called inactive; ? = inconclusive; nt = no result given.

The opening 4 records, ahead of the listing:
SMILES	ARNT TACC3 PPI	F508del corr	PAX8 inh HTS	DENV2 CPE rescue	ERp5 inh	INS-1E GSIS act	Xi reactivation	EWS-Fli block
COc1ccc(S(=O)(=O)Nc2ccc3c(c2)C(=O)N([C@@H](C)CO)C[C@@H](C)[C@H](CN(C)S(=O)(=O)c2c(C)noc2C)OCCCC[C@@H](C)O3)cc1	3	-1.9	28	-9	8	-8	0.0	10
COC(=O)[C@]12C[C@H](CC(=O)NCc3ccc(C)o3)C(=O)N(CCC3=CCCCC3)C1=C[C@H](COCc1ccccc1)O[C@@H]2C	nt	-0.5	2	-6	3	nt	0.1	3
Cc1c(C(=O)N/N=C/c2cccs2)nnn1-c1nonc1N	2	-1.4	-35	0	3	7	-0.1	-31
CC(=O)c1cccc(NC(=O)N2CC(C)OC(C)C2)c1 (stereo not drawn)	-9	-1.6	-1	1	-2	13	0.0	-5

Results, repeating the preview:
SMILES	ARNT TACC3 PPI	F508del corr	PAX8 inh HTS	DENV2 CPE rescue	ERp5 inh	INS-1E GSIS act	Xi reactivation	EWS-Fli block
COc1ccc(S(=O)(=O)Nc2ccc3c(c2)C(=O)N([C@@H](C)CO)C[C@@H](C)[C@H](CN(C)S(=O)(=O)c2c(C)noc2C)OCCCC[C@@H](C)O3)cc1	3	-1.9	28	-9	8	-8	0.0	10
COC(=O)[C@]12C[C@H](CC(=O)NCc3ccc(C)o3)C(=O)N(CCC3=CCCCC3)C1=C[C@H](COCc1ccccc1)O[C@@H]2C	nt	-0.5	2	-6	3	nt	0.1	3
Cc1c(C(=O)N/N=C/c2cccs2)nnn1-c1nonc1N	2	-1.4	-35	0	3	7	-0.1	-31
CC(=O)c1cccc(NC(=O)N2CC(C)OC(C)C2)c1 (stereo not drawn)	-9	-1.6	-1	1	-2	13	0.0	-5
Cc1ccc(S(=O)(=O)N(C)C[C@@H]2Oc3c(cccc3N(C)C)C(=O)N([C@@H](C)CO)C[C@H]2C)cc1	-6	1.0	7	-7	-1	9	0.0	-2
Cn1c2c(c(=O)c3ccccc31)CCC(C)(C)O2	-6	-4.2	16	2	1	-2	0.0	0
COc1cccc(C(=O)NC(Cc2ccccc2)c2ccc3c(c2)OCCCO3)c1 (stereo not drawn)	-5	-0.6	nt	0	-1	-32	nt	-9
CC(C)NC(=O)N1CC2(C1)[C@H](c1ccccc1)[C@H](CO)N2C(=O)C1CCC1	nt	1.6	nt	2	10	11	0.0	8
CC(=O)c1c(C)[nH]c(C(=O)OCC(=O)Nc2cc(Cl)ccc2[N+](=O)[O-])c1C	-1	nt	26	-5	-1	-27	0.2	5
C[C@@H]1CCCCO[C@H](CN(C)Cc2ccncc2)[C@@H](C)CN([C@H](C)CO)C(=O)c2cc(NC(=O)Nc3ccc(F)cc3)ccc2O1	-6	-1.8	-4	-8	nt	-3	-0.1	-2
C[C@@H]1CN([C@@H](C)CO)S(=O)(=O)c2ccc(C3=CCCC3)cc2O[C@@H]1CN(C)C(=O)Cc1ccncc1	nt	-0.6	-1	5	7	22	0.0	5
C[C@]12CCC3C(CC[C@H]4CC(O)CC[C@]34C)C1CC/C2=N/O (stereo partly drawn)	2	-4.4	28	-2	0	8	0.0	2
CCOC(=O)C(Cc1ccnc2ccccc12)=NO	-7	2.3	12	-2	-2	2	0.6	2
CCN1C(=O)c2cccc3c(S(=O)(=O)N(C)C)ccc1c23	nt	-2.4	-16	-10	2	19	0.9	7
COCCCNc1nc2c(-c3cccc(C(F)(F)F)c3)nnn2c2ccccc12	nt	0.3	-7	-3	0	nt	-0.2	1
CSc1nc2n(n1)C(C)C1=C(CCCC1=O)N2 (stereo not drawn)	-5	-2.1	-15	15	0	34	nt	9
COc1ccc(NC(=O)N(Cc2cc3cc(C)ccc3[nH]c2=O)CC2CCCO2)cc1 (stereo not drawn)	0	-2.7	26	2	-2	4	0.0	9
CN1C(=O)c2ccc(NC(=O)c3cccc(N4C(=O)CCC4=O)c3)cc2C1=O	nt	-1.6	2	nt	5	2	0.1	5
C[C@@H]1CN([C@@H](C)CO)C(=O)c2cc(NS(=O)(=O)c3cn(C)cn3)ccc2O[C@@H]1CN(C)S(=O)(=O)c1ccc(Cl)cc1	nt	-0.2	-25	-5	-3	13	0.2	-2
O=C(O)C[C@H]1c2ccc(C(F)(F)F)cc2S(=O)(=O)N1C1CCCCC1	3	-2.6	13	8	-4	nt	2.7	-7
COc1ccc(S(=O)(=O)Nc2ccc3c(c2)C(=O)N([C@@H](C)CO)C[C@H](C)[C@H](CN(C)C(=O)Nc2ccc(F)cc2)O3)cc1	18	-2.9	-17	15	0	-3	-1.2	-2
Cc1cccc(NC(=O)CN2C(=O)S/C(=C\c3ccccn3)C2=O)c1	-8	-2.2	1	-6	3	2	0.2	6
CN(C)CC(=O)N1CCCCN2[C@H](CO)[C@@H](c3ccc(-c4cccc(C(=O)N(C)C)c4)cc3)[C@@H]2C1	-4	-4.4	-17	nt	0	6	0.4	-13
CN(C)CC#Cc1ccc([C@@H]2[C@H](CO)N3CCCCN(CC4CC4)C[C@@H]23)cc1	7	0.0	0	-3	7	9	0.0	0

Single entries from above.
`COc1cccc(C(=O)NC(Cc2ccccc2)c2ccc3c(c2)OCCCO3)c1` (stereo not drawn) @ EWS-Fli block = -9
`Cn1c2c(c(=O)c3ccccc31)CCC(C)(C)O2` @ ARNT TACC3 PPI = -6
`Cc1c(C(=O)N/N=C/c2cccs2)nnn1-c1nonc1N` @ EWS-Fli block = -31

More entries:
SMILES	ARNT TACC3 PPI	F508del corr	PAX8 inh HTS	DENV2 CPE rescue	ERp5 inh	INS-1E GSIS act	Xi reactivation	EWS-Fli block
C[C@@H]1CN([C@@H](C)CO)C(=O)c2cccc(NS(=O)(=O)c3ccc(F)cc3)c2O[C@@H]1CN(C)Cc1ccc2c(c1)OCO2	-6	-1.1	4	-9	1	27	-0.5	4
NC(=O)c1ccccc1NC(=O)CSc1cn[nH]n1	-2	-2.7	1	-3	3	16	0.0	3
CC(C)NC(=O)NCC[C@H]1CC[C@H](NC(=O)Nc2ccccc2)[C@@H](CO)O1	-1	2.3	12	2	2	-6	0.0	-2
Cn1c(=O)c2c(nc(SCc3nc(N)nc(N4CCCCC4)n3)n2C)n(C)c1=O	-10	nt	-1	nt	nt	6	0.0	nt
Nc1ccn([C@@H]2O[C@H](CNCc3ccc(Oc4cc(-n5cccn5)ncn4)cc3)[C@@H](O)[C@H]2O)c(=O)n1	nt	-1.8	-5	-6	4	-4	0.4	-5
COc1cccc(CNC(=O)CCC2CCCN(C(=O)c3cscn3)C2)c1 (stereo not drawn)	-4	0.7	-16	2	-2	-4	0.0	-15
CCOC(=O)c1cnc2c(c(C)nn2CC)c1NCCN1CCOCC1	1	5.0	-27	5	?	nt	0.0	8
Nc1[nH]c(N=NC(=O)c2ccccc2)c2ccccc12	-4	-1.1	-10	-13	-2	-8	0.1	-21
CC(C)OC(=O)N(C)C[C@H]1OCc2ccccc2-c2c(n(C)c3ccccc23)C(=O)N([C@@H](C)CO)C[C@H]1C	-8	-1.4	nt	-7	3	1	-0.7	11
C[C@H](CO)N1C[C@H](C)[C@H](CN(C)C(=O)Nc2cccc3ccccc23)Oc2c(NC(=O)Nc3ccc(F)cc3)cccc2C1=O	2	1.3	nt	-10	4	-12	0.0	0
CC=Cc1ccc2n(c1=O)C[C@@H]1[C@@H](CO)[C@H](C(=O)NCC(F)(F)F)[C@H]2N1C(=O)CC (mixture of isomers)	19	4.1	-17	-8	21	-8	0.6	5
CCOc1ccc(N(C(=O)c2cc3ccccc3oc2=O)C2C=CS(=O)(=O)C2)cc1 (stereo not drawn)	-5	-1.6	15	3	3	0	-0.1	5
CC(=O)Nc1ccc(Nc2nc(-c3sc(C)nc3C)cs2)cc1	3	0.3	-17	-1	4	0	0.1	2
CO[C@@H]1CN(C)C(=O)c2ccc(NC(=O)C3CC3)cc2OC[C@H](C)N(C(=O)C2CCOCC2)C[C@@H]1C	0	0.2	11	-8	-1	-7	0.5	-1
CC(C)CN(C(=O)/C=C/c1nc2ccccc2s1)C1CCS(=O)(=O)C1 (stereo not drawn)	15	2.5	-7	-1	-1	27	-0.1	0
C[C@@H]1CN([C@@H](C)CO)S(=O)(=O)c2ccc(-c3ccc(F)cc3)cc2O[C@H]1CN(C)C(=O)C1CCCCC1	-9	0.0	nt	-20	17	-14	-0.8	27
O=C(C[C@@H]1C[C@H]2c3cc(NC(=O)c4ccc5c(c4)OCO5)ccc3O[C@H]2[C@H](CO)O1)NC1CCCCC1	2	3.2	2	-4	2	-41	-0.1	-10
COc1ccc2c(c1OC)OCC2C (stereo not drawn)	-3	8.1*	9	4	3	nt	0.0	-1
COc1cccc(NC(=O)CSc2nnc3ccc(-c4ccccn4)nn23)c1	8	0.2	-12	-1	4	0	0.4	-3
Cc1ccc(S(=O)(=O)NC2CCSC2=O)cc1C (stereo not drawn)	nt	-1.2	-4	-5	2	-40	0.2	-5
COc1cccc(NC(=O)c2ccc3c(SCC(=O)O)c4c(nc3c2)CCCC4)c1	19	-4.2	-1	nt	-1	-3	0.0	-4
CCCC(=O)Nc1nc2ccc(NC(=O)c3ccccc3F)cc2s1	-1	?	-7	nt	0	-5	0.2	46
COc1ccc(NC(=O)c2cc3c(s2)CCC(C)C3)cc1S(=O)(=O)N1CCOCC1 (stereo not drawn)	-6	nt	29	nt	nt	-3	-0.1	nt
O=C(CSc1cccc[n+]1[O-])Nc1cc2c(cc1Cl)C(=O)c1ccccc1C2=O	nt	-1.5	-199	?	11	nt	0.0	-51
C[C@@H]1CN([C@@H](C)CO)S(=O)(=O)c2ccc(C#Cc3ccccn3)cc2O[C@@H]1CN(C)Cc1ccccc1	-3	2.4	nt	-7	-5	-2	0.1	-7
CCS(=O)(=O)N1CC(=O)N2[C@H](C1)[C@H](c1ccc(-c3ccc(F)cc3)cc1)[C@@H]2CO	nt	2.8	9	2	0	-5	-0.1	-1
COC(=O)[C@@H]1[C@@H](CO)[C@@H]2Cn3c(ccc(C4=CCCC4)c3=O)[C@@H]2N1C(=O)Cc1cccnc1	4	nt	-7	10	-1	4	0.2	-10
O=C(Nc1ccc(F)cc1)N1CC(=O)N2[C@@H](CO)[C@H](c3ccc(C#CC4CC4)cc3)[C@@H]2C1	nt	2.8	3	0	-1	-20	0.2	0
O=C(Nc1cccc(F)c1)C1CCCN(c2cnccn2)C1 (stereo not drawn)	4	-1.4	-7	0	-1	-1	0.9	-7
NC(=O)C1CC(=O)N(c2ccc(OCC(=O)Nc3ccccc3F)cc2)C1 (stereo not drawn)	-7	-2.8	-136	13	1	8	0.7	-74

High-throughput results deposited in PubChem BioAssay by Broad Institute.
